TDP1 inh – qHTS Assay for Inhibitors of Tyrosyl-DNA Phosphodiesterase (TDP1). Tyrosyl-DNA phosphodiesterase 1 (Homo sapiens), Q9NUW8. recombinant TDP1, AlphaScreen DNA substrate cleavage. Potency, µM (highest dose often 130 µM), inactives show at the top dose activity change, negative = inhibition, most hits filed as inhibitors. 0.28% of 350,000 active. AID 485290, 2010; also: nearly all actives have a fitted effect of over 40% in size
Target sequence (Q9NUW8 whole entry, looked up): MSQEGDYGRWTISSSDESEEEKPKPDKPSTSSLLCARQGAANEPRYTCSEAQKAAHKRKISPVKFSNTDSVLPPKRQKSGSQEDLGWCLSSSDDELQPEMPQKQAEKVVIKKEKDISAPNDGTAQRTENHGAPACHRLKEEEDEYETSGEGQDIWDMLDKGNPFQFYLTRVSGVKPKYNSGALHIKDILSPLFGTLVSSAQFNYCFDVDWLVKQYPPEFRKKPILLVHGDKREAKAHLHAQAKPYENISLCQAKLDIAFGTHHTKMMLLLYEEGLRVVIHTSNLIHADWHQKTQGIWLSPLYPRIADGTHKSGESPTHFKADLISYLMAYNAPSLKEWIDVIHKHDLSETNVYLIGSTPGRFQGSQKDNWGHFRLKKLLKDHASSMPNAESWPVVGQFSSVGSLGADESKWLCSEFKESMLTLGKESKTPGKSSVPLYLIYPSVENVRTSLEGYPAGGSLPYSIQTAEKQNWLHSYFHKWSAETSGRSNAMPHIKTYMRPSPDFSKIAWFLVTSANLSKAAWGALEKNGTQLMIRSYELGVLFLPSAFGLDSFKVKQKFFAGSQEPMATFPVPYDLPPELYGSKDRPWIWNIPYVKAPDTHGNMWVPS
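Compounds were preincubated with Tdp1 (1 nM final) for 15 min at room temperature before substrate (15 nM final) started a 5 min reaction; beads (10 ug/ml final) were then added for 10 min before AlphaScreen detection.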
N370S GC – qHTS Assay for Inhibitors and Activators of N370S glucocerebrosidase as a Potential Chaperone Treatment of Gaucher Disease. Lysosomal acid glucosylceramidase (Homo sapiens), P04062. 0.092% of 330,000 active. N370S GC spleen homogenate, 4MU-glucoside fluorescence. Potency, µM (series often up to 59.4 µM), inactives show at the top dose activity change, negative = inhibition, usual class: inhibitors;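 also: 0% = full enzyme activity and -100% = no enzyme basal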
DT40 TDP1 no CPT – qHTS for Inhibitors of human tyrosyl-DNA phosphodiesterase 1 (TDP1): qHTS in cells in absence of CPT. DT40 Tdp1-/- hTDP1 cells, no CPT, ATP luminescence, 48 h. Potency, µM (highest dose often 46.2 µM), for inactives: at the top dose activity change, negative = growth inhibition, actives largely listed as inhibitors. 15% of 420,000 active; also: nearly all actives have a fitted effect of over 55% in size
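A cellular qHTS used chicken DT40 cells lacking endogenous Tdp1 but carrying stably transfected human TDP1. Compounds were applied without camptothecin, and cell growth kinetics were judged by ATP-dependent luminescence after ≥48 hr.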
Active calls of the source: *; ? = inconclusive; . = no result given; & = joins results of further samples; [ ] = another dose, or the depositor's remark. Calls follow the shape of the dose curve; as a rule, active = well fitted curve in the direction sought with a large enough effect; inconclusive = small, poorly fitted or top-dose-only effect, or another doubt; inactive = no such curve, though single readings can be large; an effect the other way counts as inactive or inconclusive. Unless noted, % is scaled to controls: 0 for no effect and ±100 for the full control effect; potency is read from the fitted curve at half-maximal effect. A portion of the library (hit frequency here may not be typical).

Start of the data: the first 7 compounds, ahead of the listing:
Molecule,TDP1 inh,N370S GC,DT40 TDP1 no CPT
CCCn1c(=NC(=O)c2ccco2)c(C(=O)OCC)cc2c(=O)n3ccccc3nc21,0%,11%,?
CCc1cc2c(=O)[nH]cnc2s1,-2%,-11%,-24%
Cc1cc(C)n(CC(=O)N/N=C/c2ccco2)n1,0%,4%,-27%
C=CCNC(=O)C12CCC(C)(C(=O)C1Br)C2(C)C (stereo not given),2%,13%,3%
COc1ccc(C)cc1S(=O)(=O)N1CCN(C(=O)c2ncoc2-c2cccc(F)c2)CC1,.,-2%,-24%
O=C(N/N=C/c1cc([N+](=O)[O-])ccc1O)c1cccc(N2CCCC2=O)c1,4%,-20%,10µM*
CC(C)CCNC(=O)c1ccc(Cn2c(=S)[nH]c3ccccc3c2=O)cc1,.,-5%,-24%

The whole of this part, from the first entry:
Molecule,TDP1 inh,N370S GC,DT40 TDP1 no CPT
CCCn1c(=NC(=O)c2ccco2)c(C(=O)OCC)cc2c(=O)n3ccccc3nc21,0%,11%,?
CCc1cc2c(=O)[nH]cnc2s1,-2%,-11%,-24%
Cc1cc(C)n(CC(=O)N/N=C/c2ccco2)n1,0%,4%,-27%
C=CCNC(=O)C12CCC(C)(C(=O)C1Br)C2(C)C (stereo not given),2%,13%,3%
COc1ccc(C)cc1S(=O)(=O)N1CCN(C(=O)c2ncoc2-c2cccc(F)c2)CC1,.,-2%,-24%
O=C(N/N=C/c1cc([N+](=O)[O-])ccc1O)c1cccc(N2CCCC2=O)c1,4%,-20%,10µM*
CC(C)CCNC(=O)c1ccc(Cn2c(=S)[nH]c3ccccc3c2=O)cc1,.,-5%,-24%
Oc1c(C(c2ccccc2F)N2CCN(c3ccccc3F)CC2)sc2nc(-c3ccco3)nn12 (stereo not given),5%,.,-24%
CC1(C)S[C@@H]2[C@H](NC(=O)Cc3ccccc3)C(=O)N2[C@H]1C(=O)O,-11%,-2%,-2%&18%&1%
O=c1cc(-c2ccccc2Cl)c2c([nH]1)CCC2,0%,5%,?
CCOC(=O)c1c(/N=C/N(C)C)sc(/C=N/Nc2ccccc2)c1-c1ccccc1,4%,0%,-22%
Cc1cccc(CNC(=O)c2cnc3sc(N4CCCCCC4)nn3c2=O)c1,8%,.,-9%
Oc1ccc(Nc2nc(-c3cccnc3)cs2)cc1,.,7%,23µM*
CNC(=O)N(O)C1N(c2ccccc2)C(=S)SC1(C)C (stereo not given),0%,-2%,5%
COc1cccc(-c2csc(NC(=O)C3CC3)n2)c1,9%,-5%,6.5µM*
O=C(CCS(=O)(=O)c1ccc(Br)cc1)NCCc1ccccc1,.,3%,21%
CSc1nncn1/N=C/c1ccccc1F,0%,-7%,-16%
Cn1c(=O)oc2cc(S(=O)(=O)N3CCCC(C(=O)Nc4nccs4)C3)ccc21 (stereo not given),5%,2%,21µM*
Cc1nn(Cc2ccc([N+](=O)[O-])cc2)c(=O)n1-c1ccccc1Cl,4%,-10%,-16%
COc1cc(OC)c(C(=O)NCc2cccnc2)cc1OC,-3%,3%,0%
CC(NC(=O)COC(=O)c1cccc(S(=O)(=O)N2CCCC2)c1)c1ccccc1 (stereo not given),-1%,.,0%
CC1CCN(C(=O)c2ccc(S(=O)(=O)Cc3cc(F)ccc3F)c([N+](=O)[O-])c2)CC1,8%,3%,16µM*
COc1cc(C2Nc3ccccc3NC3=C2C(=O)CC(C)(C)C3)cc(OC)c1OC (stereo not given),.,-15%,-1%
Cc1cc(C)cc(NC(=S)/N=C(\N)Nc2nc(C)c3ccccc3n2)c1,5%,10%,15µM*
CC(=O)N(C)c1ccc(NC(=S)NCC(C)C)cc1,5%,-14%,11%
CCOC(=O)N1CCC2(CC1)CC(=O)c1cc(O)ccc1O2,-4%,25%,-9%
COc1ccc(NC(=O)Nc2cnccn2)cc1OC,5%,-2%,3%
O=C(Cn1c(SCC(=O)Nc2ccc(F)cc2)nc2ccccc21)NCc1ccc(F)cc1,-4%,.,?
CC(OC(=O)c1cc(O)c2ccccc2c1O)C(=O)Nc1ccc(C(N)=O)cc1 (stereo not given),-1%[0.505 µM],1%,?
COc1ccc(C(C(=O)NC(C)(C)C)N(CC2CCCO2)C(=O)CCC(=O)Nc2cc(C)on2)cc1 (stereo not given),-1%,0%[12.8 µM],-19%
O=C(c1cccc(F)c1)N1CCC2(CC1)CCN(C(c1ccccc1)c1ccccc1)CC2,.,5%,23µM*
COc1ccccc1NS(=O)(=O)c1cc(NC(=S)NCCN2CCOCC2)ccc1N1CCOCC1,8%,?,?
CC(=O)c1ccc(-n2ccc(=O)cc2)cc1,.,-3%,0%
CCCN1C(=O)C(NC(=O)c2ccncc2)(C(F)(F)F)C2=C1CC(C)(C)CC2=O (stereo not given),0%,-15%,-3%
CC(C)CCN(C(=O)Nc1ccc(Cl)c(Cl)c1)C(C)c1cccs1 (stereo not given),-3%,.,18µM*
Cc1ccc2nc(NC(=O)c3cccc(-c4cc5ccccc5oc4=O)c3)sc2c1,-4%,2%,23µM*
O=C(OCC(=O)N1CCN(C(=O)c2ccco2)CC1)c1ccccc1O,-1%,3%,-11%
Nn1c(Cc2cccc3ccccc23)nnc1SCCOc1ccc(Br)cc1,-11%,1%,?
COc1ccc(NC(=O)CC2C(=O)N(c3ccc(C)cc3)C(=O)N2C2CCCC2)cc1 (stereo not given),6%,.,-30%
O=C(Nc1ccccc1-c1ccccc1)c1ccc(Br)o1,1%,.,-5%
C[C@@H]1NC(=O)c2cc([N+](=O)[O-])cc(I)c2OCC[C@@H](C(N)=O)NC(=O)[C@H](CCCCN)NC1=O,3%,13%,-7%
N#Cc1c(=O)c2nc(NCCCO)ncc2n2c(=O)c3ccccc3[nH]c12,4%,-16%,-2%
CCSC1=C(C#N)C2(CCCCC2)C2=C(CC(C)(C)CC2=O)N1,3%,15%,-30%
COc1ccc(C2(C)NC(=O)N(CC(=O)Nc3ccc(S(=O)(=O)N4CCCC4)cc3)C2=O)cc1 (stereo not given),6%,-3%,-29%
CCOC(=O)c1ccc(NC(=O)CSc2nc3c(c(=O)n2-c2ccccc2OC)SCC3)cc1,3%,15%,12µM*
COc1cccc(C2C(C(=O)Nc3ccc(C)cc3C)=C(C)Nc3ncnn32)c1OC (stereo not given),4%,2%,-13%
O=C(c1cc([N+](=O)[O-])ccc1Cl)N1CCN(Cc2ccc3c(c2)OCO3)CC1,2%,3%,-15%
CCOC(=O)Cc1csc(NC(=O)C(NC(=O)C2CCC(C)CC2)C(C)C)n1 (stereo not given),.,5%,8.2µM*
CN(C)CCCSc1nc(-c2ccccc2)nc2c1CCC2,-4%,-19%,?
Cc1ccc(OCc2ccc(C(=O)Nc3nccs3)o2)cc1,4%,-4%,1%
COc1ccc2c(c1OC)OCC(c1ccc(OC)c(OC)c1OC)C2 (stereo not given),8%[56.1 µM],10%,-9%
CCOc1ccccc1NC(=O)c1c(NC(=O)COc2ccccc2)sc2c1CCCCC2,-5%[12.3 µM],.,2.1µM*
Clc1cccc(Oc2ncccn2)c1,0%,-1%,-1%
O=C(Nc1ccccc1Cl)c1ccc([N+](=O)[O-])o1,4%,-4%,29µM*
Cc1ccc2[nH]c3c(=O)n(CC(=O)N4CCN(c5ccccc5F)CC4)ncc3c2c1,-4%,.,9%
Cc1ccc(N2CC(C(=O)OCc3ccc([N+](=O)[O-])cc3)CC2=O)cc1 (stereo not given),-5%,7%,-19%
O=C(O)C(c1ccccc1)C(c1ccccc1)c1ccccc1 (stereo not given),-5%,1%,-2%
CCOC(=O)c1cnc(/N=C/N(C)C)s1,8%,-6%,-8%
CC(C)Cc1ccc(S(=O)(=O)N2CCCC2)cc1,-5%,9%,?
Cc1ccc(Cc2nnc(SCC(=O)Nc3ccccc3C)[nH]c2=O)cc1,3%[0.505 µM],-10%,?

Next structures follow.
Compound | TDP1 inh | N370S GC | DT40 TDP1 no CPT
COc1ccc(S(=O)(=O)N2CC3CCCN3c3cc(C(F)(F)F)ccc32)cc1 (stereo not given) | 5% | 11% | ?
CC(O)C(NS(=O)(=O)c1ccc(Cl)cc1)C(=O)OCc1nnc(-c2ccccc2)o1 (stereo not given) | 7% | -7% | -13%
Cc1cccc(NC(=O)C2CCN(S(=O)(=O)c3cccc4nsnc34)CC2)c1C | 0% | . | -19%
CC(C)C(OC(=O)c1cccs1)C(=O)NCc1cccs1 (stereo not given) | -6% | 14% | ?
CCc1c(C)c2ccc(OC(C)C(=O)NC(Cc3c[nH]c4ccc(O)cc34)C(=O)O)c(C)c2oc1=O (stereo not given) | . | 15% | -20%
NNC(=O)c1cc2c(s1)CCCCCC2 | 4% | 5% | 7%
CCCCn1c(=N)n(CC(=O)c2ccc(OC)cc2)c2ccccc21 | 1% | -7% | .
CCN1CCCC(OC(=O)c2cc(-c3ccc(C)cc3)nc3ccccc23)C1 (stereo not given) | 8% | -17% | 16µM*
COC(=O)CC1=C(C(=O)OC)C(c2ccc3c(c2Cl)OCO3)C(C#N)=C(N)O1 (stereo not given) | 7% | 22% | -30%
O=C(Cn1c(NCCO)nc2ccccc21)c1ccccc1 | -1% | 11% | -12%
COc1ccc(CCn2c(=N)c(C(=O)NCC3CCCO3)cc3c(=O)n4cccc(C)c4nc32)cc1 (stereo not given) | 6% | -6% | ?
CCN1CCN(C(=O)Nc2ccc(OC)cc2OC)CC1 | 2% | 10% | -6%
Cc1cc(/C=C2\C(=N)N3N=CSC3=NC2=O)c(C)n1Cc1ccccc1 | 5% | -18% | -14%
COCCNC(=O)C(C#N)c1nc2ccccc2nc1N1CCCCCC1 (stereo not given) | 7% | 0% | -12%
Cc1cc(C)c(C)c(OCC(=O)O/N=C(\N)c2cccnc2)c1 | -4% | 3% | ?
c1cn(CCCNc2ncnc3nc[nH]c23)cn1 | 0% | -2% | -8%
CSc1ccccc1NC(=O)c1ccncc1 | 5% | 1% | -1%
CC(=O)c1ccc(NCC(=O)N2CCN(S(=O)(=O)c3ccccc3)CC2)cc1 | 0% | . | ?
CC(C)N(C(=O)[C@H]1C[C@H](CC(=O)NCCc2ccccn2)C(=O)N2CCc3c([nH]c4cc(CCC(=O)N(C)C)ccc34)[C@]12C)C(C)C | 1%[56.1 µM] | . | -14%
CCOc1cc(/C=C/c2cc(C(F)(F)F)[nH]c(=O)n2)ccc1O | 6% | -16% | ?
CCOC(=O)c1c(O)c2cccc3c2n(c1=O)CC3 | . | 1% | -24%
C=C1C(C2(C)C=CC(=O)C(C)(C)C2CC(=O)OC)CC[C@@]2(C)C(c3ccoc3)OC(=O)C3OC132 (stereo not given in full) | 7% | 0% | 6%
O=C(/C=C/c1ccc2c(c1)OCO2)c1ccc[nH]1 | 3% | 4% | ?
O=P(OC1CCCCC1)(OC1CCCCC1)C(O)c1cccnc1 (stereo not given) | 0% | 3% | -13%
O=C(c1scc2c1CCCC2)N1CCCCC1 | -1% | 5% | -9%
CCOC(=O)C1CCCN(CCC(=O)Nc2ccccc2)C1 (stereo not given) | -7% | 5% | -6%
CCS(=O)(=O)c1nc(S(=O)(=O)c2ccc(C)cc2)c(N2CCCC2)s1 | 1% | 6% | 14%
C=C(C)C(=O)Oc1ccc(N2C(=O)CCC2=O)cc1 | 8% | 12% | -21%
O=C(Cn1[nH]c(=O)c2ccccc2c1=O)OCC(=O)c1ccccc1 | 0% | . | 4%
COC(=O)c1cccc(NC(=O)CN2C(=O)c3ccccc3C2=O)c1 | . | 14% | 0%
Cc1ccc(-c2nn3c(-c4ccco4)nnc3c3ccccc23)cc1S(=O)(=O)N1CCOCC1 | 6% | 3% | .
O=C(Cn1c(=O)c(=O)n(Cc2ccccc2)c2ccc(Cl)cc21)NCC1CCCO1 (stereo not given) | 2% | 2% | -11%
CCOc1ccc(NC(=O)c2ccc(-c3cccc(Cl)c3C)o2)cc1 | 1%[12.3 µM] | . | ?
CCS(=O)(=O)N1Cc2ccccc2CC1C(=O)Nc1ccc(NC(C)=O)cc1 (stereo not given) | 2% | -5% | -8%
CC(C)NC(=O)CCc1nnc(Cc2cccc(C(F)(F)F)c2)o1 | . | -1% | -3%
CCOC(=O)C1(Cc2cccc(OC)c2)CCCN(C(=O)CCc2cccnc2)C1 (stereo not given) | -3% | 20% | -7%
COc1ccc(NC(=O)c2cc(-c3ccccc3OC)on2)cc1 | -12% | -3% | 2.8µM*

Compound activity (PubChem BioAssay)
